Screening results: PubChem, several laboratories
Efa HMGR inh: inhibitors of E. faecalis class II HMGR, primary screen, biochemical, Enterococcus faecalis; HMG-CoA reductase (Enterococcus faecalis, mvaE); purified E. faecalis HMGR, NADPH absorbance 340 nm kinetic; inhibition, % at 10 µM; hit rate 0.41% among 190,000; AID 1066, 2008;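 active = inhibition above a set limit, the median over all tested compounds plus 3 SD, cut at about 9.5% in these data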;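 note: enzyme runs in reverse so mevalonate oxidation gives rising NADPH absorbance; 0% = complete reaction with DMSO and 100% = background rate lacking mevalonate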
TNAP act hiacc: TNAP activators at high phosphate acceptor level, primary screen, biochemical, luminescence, uHTS. Alkaline phosphatase, tissue-nonspecific isozyme (Homo sapiens), P05186. purified TNAP, CDP-star luminescence, 1 M DEA, 30 min; active compounds read high; 0 = EDTA background, 1 = DMSO-only activity. activation factor at 20 µM. 200,000 tested, under 10 active. AID 1136, 2008;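 active = activation factor at least 2 at 20 µM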
Target sequence (P05186 whole entry, looked up): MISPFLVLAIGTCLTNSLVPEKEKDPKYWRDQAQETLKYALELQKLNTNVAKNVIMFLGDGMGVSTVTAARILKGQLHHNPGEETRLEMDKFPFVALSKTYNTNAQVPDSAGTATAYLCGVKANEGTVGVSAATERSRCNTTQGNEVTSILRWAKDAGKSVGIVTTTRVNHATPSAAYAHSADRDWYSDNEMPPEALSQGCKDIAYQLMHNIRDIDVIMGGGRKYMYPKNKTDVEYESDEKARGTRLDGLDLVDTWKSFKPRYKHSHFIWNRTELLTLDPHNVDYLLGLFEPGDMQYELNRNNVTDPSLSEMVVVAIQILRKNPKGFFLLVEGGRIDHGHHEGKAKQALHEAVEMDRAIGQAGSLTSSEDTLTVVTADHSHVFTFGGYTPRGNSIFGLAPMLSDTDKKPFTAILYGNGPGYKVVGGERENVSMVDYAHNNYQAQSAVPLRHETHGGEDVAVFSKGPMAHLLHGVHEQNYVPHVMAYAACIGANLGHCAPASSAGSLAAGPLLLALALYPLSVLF
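Dosing: 20 µM single point. System: human TNAP. Amount: TNAP 1/800 final. Incubation: 30 min, room temperature. Read-out: TNAP activation factor scaled between EDTA and DMSO control wells. Signal: luminescence from CDP-star hydrolysis. Medium: 1 M DEA, pH 9.8, Mg2+, Zn2+. Control set: EDTA negative control, DMSO positive control.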
PMI activator: activators of human PMI, primary screen, biochemical, fluorescence intensity, near-Km mannose 6-phosphate; Mannose-6-phosphate isomerase (Homo sapiens), P34949; purified human PMI, coupled resazurin fluorescence, 20 min; active compounds read high; 1 = vehicle control, 0 substrate-free wells; activation factor at 20 µM; hit rate 0.005% among 190,000; AID 1214, 2008;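 active = activation factor of 2 or more at 20 µM, relative to plate controls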
Target sequence (P34949 whole entry, looked up): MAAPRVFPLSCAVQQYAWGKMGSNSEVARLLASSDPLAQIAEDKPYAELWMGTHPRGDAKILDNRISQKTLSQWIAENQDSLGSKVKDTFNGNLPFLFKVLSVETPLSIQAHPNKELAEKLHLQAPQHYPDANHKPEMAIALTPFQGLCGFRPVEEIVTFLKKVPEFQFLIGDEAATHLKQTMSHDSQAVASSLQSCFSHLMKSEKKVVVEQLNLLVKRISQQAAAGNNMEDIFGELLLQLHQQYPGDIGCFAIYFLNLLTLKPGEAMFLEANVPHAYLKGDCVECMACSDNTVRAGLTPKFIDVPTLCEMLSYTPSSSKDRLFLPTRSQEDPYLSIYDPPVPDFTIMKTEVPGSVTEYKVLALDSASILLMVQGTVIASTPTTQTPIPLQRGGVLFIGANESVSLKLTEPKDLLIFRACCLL
TNAP inh noacc: human TNAP enzyme inhibitors, primary screen, biochemical, luminescent, no phosphate acceptor, uHTS | Alkaline phosphatase, tissue-nonspecific isozyme (Homo sapiens), P05186 | purified TNAP, CDP-star luminescence, 30 min | inhibition, % at 20 µM | hit rate 0.26% among 200,000;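 active = tissue-nonspecific alkaline phosphatase inhibition above about 50% at 20 µM in the single-dose screen, limit read from the data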;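 note: 0% = DMSO negative control and 100% = EDTA positive control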
TNAP inh hi DEA: human TNAP enzyme inhibitors, primary screen, biochemical, luminescent, high phosphate acceptor level, uHTS | inhibition, % at 20 µM | AID 1135, 2008 | Alkaline phosphatase, tissue-nonspecific isozyme (Homo sapiens), P05186 | hit rate 0.03% among 200,000 | purified TNAP, CDP-star luminescence, 1 M DEA;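 active = over 50% inhibition of tissue-nonspecific alkaline phosphatase at 20 µM in the single-dose screen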;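 note: plate controls were DMSO wells for no effect and EDTA-quenched wells as full inhibition for full effect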
Diaph inh CS: diaphorase inhibitors and chemical oxidizers, primary screen, counter-screen for diaphorase-coupled primary assays, biochemical, uHTS, resorufin fluorescence | diaphorase resazurin-to-resorufin fluorescence, NADH, 16 min; bacterial (C. kluyveri) enzyme, not human | inhibition, % at 20 µM | hit rate 0.69% among 190,000;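 active = primary screen inhibition at 20 µM above a set limit, cut at about 50% in these data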;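 note: plate controls were DMSO with full reaction for no effect and wells lacking NADH for full effect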
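Benchmarks: positive control wells lacking NADH, neutral wells with DMSO only. System: bacterial diaphorase enzyme (C. kluyveri). Input: 0.14 U/mL diaphorase, enzyme working solution. Detection: resorufin fluorescence, excitation 544 nm, emission 590 nm. Times: 16-min room-temperature incubation before reading.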
PMI act hi M6P: human PMI activators, high substrate, primary screen, biochemical, fluorescence intensity, near-saturating mannose 6-phosphate | Mannose-6-phosphate isomerase (Homo sapiens), P34949 | coupled PMI enzyme assay, resazurin fluorescence, 20 min; active compounds read high; 1 = untreated enzyme, 0 = substrate-free blank | activation factor at 20 µM | hit rate 0.34% among 190,000 | AID 1216, 2008;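 active = activation factor of 2 or more at 20 µM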
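test system = human PMI in coupled enzyme assay | medium = HEPES-buffered pH 7.4 with magnesium and detergent | also added = 1.0 mM mannose-6-phosphate substrate with 0.22 mM NADP+ | compound = 20 µM single dose | times = 20 min incubation at room temperature | measured by = resorufin fluorescence (Ex 544/Em 590 nm) from resazurin via diaphorase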
Diaph act CS: compounds boosting diaphorase resazurin reduction – biochemical, uHTS, resorufin fluorescence, counter-screen for diaphorase-coupled primary assays, primary screen; Diaphorase/resazurin coupled assay, 16 min; active compounds read high; 1 = vehicle wells, 0 = NADH-free wells; activation factor at 20 µM; hit rate 0.005% among 190,000; AID 1229, 2008;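 active = diaphorase activity raised at least twofold by the compound at 20 µM; inactive = activation factor below 2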
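Material: bacterial diaphorase enzyme (C. kluyveri); amount: enzyme 0.07 U/mL final; reagent: NADH substrate 0.114 mM plus resazurin dye 0.1 mM, final; doses: single compound dose of 20 µM, 1% DMSO final; timing: 16 min enzyme reaction, ambient temperature; measured by: fluorescence of resorufin, 544 nm excitation, 590 nm emission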
G6PDH CS: L. mesenteroides G6PDH inhibitors, counter-screen for G6PDH-coupled screening assays, biochemical, Leuconostoc mesenteroides enzyme. inhibition, % at 5 µM. Purified L. mesenteroides G6PDH, diaphorase/resazurin coupled fluorescence, 45 min. hit rate 0.12% among 200,000. glucose-6-phosphate dehydrogenase [Leuconostoc mesenteroides]; in the data active = inhibition above about 50%
FLuc act counter: FLuc activators, initial screening, artefact control for FLuc-dependent activation tests, biochemical, ATPlite luminescence; Luciferin 4-monooxygenase (Photinus pyralis), P08659; ATPlite luciferase biochemical, 10 min; 0 = ATP-free wells, 1 = DMSO control; activation factor at 10 µM; 200,000 tested, under 10 active;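 active = luciferase activation factor, scaled between plate controls, of at least 2 with compound at 10 µM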
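Assay system – cell-free luciferase reagent · Medium – PBS-based ATP solution · Dosing – test compounds dosed from 2 mM stocks in 100% DMSO · Timing – 10 min, room temperature · Technique – light output (luminescence) · Measure – luminescence gain marking luciferase activators · Controls – No-ATP low control, compound-free enzyme-plus-ATP high control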
Numbers without * were called inactive; . = not tested or not shown. Some of the compounds tested, so the mix of outcomes need not match the whole.

Preview, 2 compounds:
SMILES | Efa HMGR inh | TNAP act hiacc | PMI activator | TNAP inh noacc | TNAP inh hi DEA | Diaph inh CS | PMI act hi M6P | Diaph act CS | G6PDH CS | FLuc act counter
CC(N)Cc1c[nH]c2cc3c(cc12)OCCO3 (configuration not stated) | 2 | 1 | 0.8 | -8 | 2 | 0 | 0.8 | 1 | 9 | 1
O=C1CC(=O)N(c2cccc(Cl)c2)C(=O)N1 | -5 | 1.1 | 1 | -15 | -5 | 13 | 1.1 | 0.9 | 1 | 1.1

Main list, from the start:
SMILES | Efa HMGR inh | TNAP act hiacc | PMI activator | TNAP inh noacc | TNAP inh hi DEA | Diaph inh CS | PMI act hi M6P | Diaph act CS | G6PDH CS | FLuc act counter
CC(N)Cc1c[nH]c2cc3c(cc12)OCCO3 (configuration not stated) | 2 | 1 | 0.8 | -8 | 2 | 0 | 0.8 | 1 | 9 | 1
O=C1CC(=O)N(c2cccc(Cl)c2)C(=O)N1 | -5 | 1.1 | 1 | -15 | -5 | 13 | 1.1 | 0.9 | 1 | 1.1
CCOC(=O)c1c(C)n(Cc2ccccc2)c2ccc(OCC(O)Cn3nc(C)cc3C)cc12 (configuration not stated) | -7 | 1.1 | 0.8 | -18 | -6 | 17 | 0.9 | 0.8 | 4 | 1
CC(=O)NC(Cc1ccc(N(CCCl)CCCl)cc1)C(=O)NC(C(=O)O)C(C)C (configuration not stated) | 2 | 1.1 | 1.2 | -8 | -5 | 22 | 1 | 0.8 | 20 | 1
CC(c1ccccc1F)n1cc(C(=O)Nc2ccc3nc[nH]c3c2)nn1 (configuration not stated) | -4 | 1.1 | 1 | -18 | -6 | 16 | 0.9 | 0.8 | -1 | 1
CC(=O)c1c(O)n(C)c(=S)n(-c2ccccc2)c1=O | -5 | 1.1 | 1 | -13 | -8 | 14 | 1 | 0.9 | 1 | 1
COC(=O)C1=C(N)OC(C)=C(C(C)=O)C12C(=O)N(C)c1ccccc12 (configuration not stated) | . | 1 | 1.1 | -12 | -4 | 4 | 1 | 1 | 8 | 1.1
COc1cc(C(c2c(C)[nH]n(-c3ccccc3)c2=O)c2c(C)[nH]n(-c3ccccc3)c2=O)cc(OC)c1OC | 1 | 1 | 1.2 | -9 | -2 | 20 | 1.1 | 0.8 | 17 | 1.1
O=C(Cn1cnc2ccccc2c1=O)NCC(=O)N1CCC2(CC1)OCCO2 | -1 | 1 | 1 | -9 | -1 | 1 | 1 | 1 | 2 | 1.1
CC1=CC(=C2C(=O)NC(=O)NC2=O)C=C(C(F)(F)F)N1Cc1ccccc1 | -3 | 1 | 1 | -8 | -4 | -7 | 1.1 | 1.1 | 9 | 1
O=[N+]([O-])c1ccc(N2CCCC2)cc1N/N=C1\CN2CCC1CC2 | -7 | 0.7 | 1 | 21 | 26 | -4 | 1 | 1 | -3 | 1.1
Cc1c(C(c2ccc(F)cc2)c2c(O)c3ccccc3oc2=O)c(=O)n(-c2ccccc2)n1C (configuration not stated) | -1 | 1 | 1 | -7 | -2 | 0 | 1.1 | 1 | -8 | 1.1
COc1ccc(-c2nc(CSCC(=O)N3CCC4(CC3)OCCO4)c(C)o2)cc1OC | 1 | 1 | 1 | -10 | -4 | -2 | 1 | 1 | 6 | 1
Cn1cccc1CNCCc1ccccc1 | 5 | 1.1 | 1 | -12 | -6 | 11 | 0.9 | 0.9 | 7 | 1
CCn1c(O)c(/C=N/NC(=O)c2ccncc2)c(=O)[nH]c1=S | -3 | 0.9 | 1 | 84* | 8 | 27 | 1.2 | 0.7 | 16 | 0.9
Cn1c(=O)c2nncnc2n(C)c1=O | 0 | 1 | 1.2 | 0 | -3 | -12 | 1.2 | 1.1 | 11 | 1
O=C(CN1CCOCC1)NCC(=O)Nc1ccc(Br)cc1C(=O)c1ccccc1 | -5 | 1 | 0.9 | -9 | -4 | 10 | 1 | 0.9 | -2 | 1
CCOC(=O)c1c(C)c(P(=S)(N2CCOCC2)N2CCOCC2)n(C)c1C | -7 | 1 | 0.8 | -8 | -4 | 10 | 1 | 0.9 | 1 | 1
CCN1C(=O)NC(=O)/C(=C/c2cc(C)n(-c3sc(C)c(C)c3C#N)c2C)C1=O | -3 | 1.1 | 1.5 | 12 | -9 | 3 | 1.6 | 1 | 8 | 1
CC(=O)Nc1ccccc1C(=O)OCC(=O)c1ccccc1Cl | 0 | 1 | 1.1 | -6 | -3 | 4 | 1.1 | 1 | -3 | 0.7

Copied from the list:
Cn1cccc1CNCCc1ccccc1 | TNAP inh hi DEA: -6
Cc1c(C(c2ccc(F)cc2)c2c(O)c3ccccc3oc2=O)c(=O)n(-c2ccccc2)n1C (configuration not stated) | TNAP act hiacc: 1
O=[N+]([O-])c1ccc(N2CCCC2)cc1N/N=C1\CN2CCC1CC2 | FLuc act counter: 1.1
Cn1c(=O)c2nncnc2n(C)c1=O | PMI act hi M6P: 1.2
CC(=O)Nc1ccccc1C(=O)OCC(=O)c1ccccc1Cl | TNAP inh noacc: -6

Further entries:
SMILES | Efa HMGR inh | TNAP act hiacc | PMI activator | TNAP inh noacc | TNAP inh hi DEA | Diaph inh CS | PMI act hi M6P | Diaph act CS | G6PDH CS | FLuc act counter
CN(C)c1ccc(C=C(C#N)C#N)cc1 | -5 | 1 | 1 | 5 | 2 | 3 | 1.1 | 1 | -8 | 1.1
c1ccc2cc(CC3=NCCN3)ccc2c1 | 0 | 1 | 0.9 | -8 | -3 | 10 | 0.9 | 0.9 | -13 | 1.1
COc1ccc(C)cc1NC(=O)N1CCC2(CC1)OCCO2 | 1 | 1.1 | 1 | -13 | -8 | 6 | 1 | 0.9 | 0 | 1.1
CNC(=S)N1CC2CC(C1)c1cccc(=O)n1C2 (configuration not stated) | -1 | 1 | 1 | -4 | -4 | -4 | 1 | 1 | 2 | 1.1
Oc1c(Br)cc(Br)cc1CN1CCN(Cc2ccccc2)CC1 | -1 | 1 | 1 | -2 | 0 | 11 | 1 | 0.9 | 3 | 1.1
C(#CCN1CCOCC1)COCc1ccccc1 | -5 | 1 | 1.2 | -10 | -4 | 14 | 1.1 | 0.9 | 8 | 1.1
O=C1NC(=O)C(=Cc2ccc(OCCOc3ccc([N+](=O)[O-])cc3)cc2)C(=O)N1 | -2 | 1 | 1.1 | 8 | -4 | 13 | 1.2 | 0.9 | -3 | 1.1
Cc1ccc(N2C(=O)NC(=O)/C(=C\C=C\c3ccco3)C2=O)cc1C | 1 | 1 | 1.4 | 8 | -3 | 19 | 1.5 | 0.8 | 16 | 1.1
O=C(COC(=O)c1ccc(O)cc1)Nc1ccc(Cl)cc1C(=O)c1ccccc1 | 1 | 1 | 0.9 | -9 | -3 | 17 | 0.9 | 0.8 | -24 | 1
CCOc1ccc(-n2c(O)c(C=NCCN3CCNCC3)c(=O)[nH]c2=O)cc1 | 1 | 1 | 0.9 | -4 | 0 | 0 | 1 | 1 | 6 | 1
CCc1ccc(CNCCc2ccc(F)cc2)cc1 | -5 | 1.1 | 1.1 | -9 | -9 | -12 | 1.2 | 1.1 | 4 | 1.1
NC(=O)c1cn(C2OC(CO)C(O)C2O)c2ncnc(N)c12 (configuration not stated) | -6 | 1 | 1.1 | -4 | -1 | -1 | 1 | 1 | 2 | 1
CCOc1ccc(-n2c(O)c(C=NCCCn3ccnc3)c(=O)[nH]c2=O)cc1 | -5 | 1 | 1 | -2 | 0 | 9 | 1 | 0.9 | 0 | 1.1
Nc1ccc(S(=O)(=O)N2CCCCC2c2cccnc2)cc1 (configuration not stated) | -1 | 1.1 | 0.9 | -16 | -7 | 18 | 0.9 | 0.8 | 11 | 1
ClC1=CCC2CN(CCN3CCCCC3)CC2C1 (configuration not stated) | . | 1.1 | 1.1 | -19 | -5 | 6 | 1.1 | 0.9 | 6 | 1.1
CCN(CC)c1ccc([N+](=O)[O-])c2cccnc12 | 1 | 0.8 | 0.8 | 18 | 23 | 30 | 0.3 | 0.7 | 12 | 1
Cc1nn(Cc2ccccc2Cl)c(C)c1C(=O)OCC(=O)N1CC(C)OC(C)C1 (configuration not stated) | 1 | 1 | 0.9 | -13 | -3 | 11 | 1.1 | 0.9 | -11 | 1
CCCCn1c(=O)c(C(=O)Nc2nc3ccccc3[nH]2)c(O)c2ccccc21 | . | 1 | 0.8 | -5 | 2 | 11 | 0.9 | 0.9 | 3 | 1
COc1ccccc1N1C(=O)NC(=O)/C(=C/c2ccc3c(c2)Cc2ccccc2-3)C1=O | 0 | 1 | 1.1 | -22 | 0 | 11 | 1.3 | 0.9 | 7 | 1
CCOC(=O)c1c(C)c(C(=O)N2CCC3(CC2)OCCO3)c(C)n1CC | -1 | 1 | 0.9 | -6 | 1 | -4 | 1 | 1 | -5 | 1
CN(C(=O)c1ccc(Cl)nc1)C1(c2ccccc2Cl)CCCCC1=O (configuration not stated) | 2 | 1.1 | 1.1 | -4 | -5 | 8 | 1.1 | 0.9 | 6 | 1.1
C/C=C1/CC(C)C(C)(O)C(=O)OCC2CCN3CCC(OC1=O)C23 (configuration not stated) | -6 | 1 | . | -10 | -2 | . | . | . | 1 | 1
Cc1ccc(N=Nc2c(O)[nH]c(=O)[nH]c2=O)c([N+](=O)[O-])c1 | -1 | 1.1 | 1 | -12 | -6 | 18 | 1 | 0.8 | -6 | 1.1
